BRCA1 expr act: increases BRCA1 expression. MCF7-BRCA1-FFLuc reporter, luminescence, 48 h; response scale: scaled: vehicle 0%, 10 µM genistein 100%. Potency, µM (doses to about 46.1 µM), for inactives: at the top dose activation, usual class: activators. 380,000 compounds, 1.1% hits. AID 624202; also: potency is read from the fitted curve at half-maximal effect; nearly all actives have a fitted effect of over 80% in size; some results filed as inactive show a strong effect at the top dose
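First, MCF7-BRCA1-FFLuc cells (2000/well) attach for 2 h; next, compounds are pin-added and incubated 48 h at 37 °C; finally, luciferase reagent is added and luminescence read after 15 min.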
ELG1 genotox: genotoxicity induction in ELG1-luciferase HEK293T cells; HEK293T ELG1-luciferase reporter, luminescence, 16 h; Potency, µM (top dose mostly 46 µM), without a hit: top-dose activity change, positive = activation, usual class: activators; 330,000 compounds, 1.3% hits; also: potency is read from the fitted curve at half-maximal effect; % of control where 0% means no effect; nearly all actives have a fitted effect of over 60% in size
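HEK293T cells expressing luciferase-tagged ELG1 were exposed to compound or DMSO vehicle for 16 hr at 37 °C and 5% CO2. Luciferase activity was then measured with ONE-Glo after 30 min at room temperature.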
NPC1 prom act: NPC1 promoter activation | Potency, µM (series often up to 9.22 µM), for inactives: at the highest dose activation, hits mostly activators | 320,000 compounds, 2.4% hits | Huh7 NPC1 promoter luciferase reporter, 24 h;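 also: potency is read from the fitted curve at half-maximal effect; % of control where 0% means no effect; nearly all actives have a fitted effect of over 60% in size; reporter is driven by a mutant NPC1 promoter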
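Compounds in DMSO were transferred onto Huh7 NPC1-luciferase reporter cells pre-incubated 2 h; after 24 h at 37 °C, Amplite reagent was dispensed and luminescence recorded 10 min later.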
RORg inh: ROR gamma (mouse) transcription inhibition. Potency, µM (doses to about 53.6 µM), for the others: at the highest dose activity change, negative = inhibition, actives largely listed as inhibitors. 310,000 compounds, 5.4% hits. Drosophila S2 Gal4-RORgamma UAS-luciferase reporter, 20 h. AID 2551; also: potency is read from the fitted curve at half-maximal effect; % is scaled to controls: 0 for no effect and ±100 for the full control effect; nearly all actives have a fitted effect of over 60% in size
Target sequence (P51450 whole entry, looked up, the tested form may be a part): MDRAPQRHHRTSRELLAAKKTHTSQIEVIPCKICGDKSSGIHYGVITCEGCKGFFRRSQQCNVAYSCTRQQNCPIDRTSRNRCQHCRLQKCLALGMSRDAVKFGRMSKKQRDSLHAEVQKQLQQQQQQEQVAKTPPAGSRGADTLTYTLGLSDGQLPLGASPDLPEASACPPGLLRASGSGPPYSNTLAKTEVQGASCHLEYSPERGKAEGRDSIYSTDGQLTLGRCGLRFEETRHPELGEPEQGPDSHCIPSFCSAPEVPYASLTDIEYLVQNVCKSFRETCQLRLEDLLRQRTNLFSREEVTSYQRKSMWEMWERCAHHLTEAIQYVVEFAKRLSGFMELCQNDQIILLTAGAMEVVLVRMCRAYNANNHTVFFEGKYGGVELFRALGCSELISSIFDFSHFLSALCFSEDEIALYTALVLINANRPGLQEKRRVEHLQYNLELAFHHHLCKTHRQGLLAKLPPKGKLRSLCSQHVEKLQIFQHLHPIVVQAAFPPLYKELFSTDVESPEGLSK
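Stable Schneider cell line, Gal4 DNA-binding domain fused to ROR gamma, UAS-luciferase. Cmpd 1 hr RT → CuSO4 700 uM final → 20 hr RT → luciferase reagent 10 min → luminescence.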
Menin-MLL TR inh: inhibitors of human menin-MLL interaction, mutant MLL peptide | O00255 | Menin + Texas Red MLL mutant peptide, fluorescence polarization | Potency, µM (titrated, usually from 61.6 µM), for the others: at the highest dose FP activity change, negative = inhibition, actives largely listed as inhibitors | 270,000 compounds, 0.23% hits; active = well fitted inhibition curve with a large enough effect in the polarisation, with a control signal flat, not every such curve was filed as active; inconclusive = small, poorly fitted or top-dose-only effect, or effect the other way, or a change in a side signal; inactive = no such curve, though single readings can be large or run the other way; the % refers to the polarisation; also: potency is read from the fitted curve at half-maximal effect; % of control where 0% means no effect; many of its hits are not listed in these tables
Target sequence (O00255 whole entry, looked up): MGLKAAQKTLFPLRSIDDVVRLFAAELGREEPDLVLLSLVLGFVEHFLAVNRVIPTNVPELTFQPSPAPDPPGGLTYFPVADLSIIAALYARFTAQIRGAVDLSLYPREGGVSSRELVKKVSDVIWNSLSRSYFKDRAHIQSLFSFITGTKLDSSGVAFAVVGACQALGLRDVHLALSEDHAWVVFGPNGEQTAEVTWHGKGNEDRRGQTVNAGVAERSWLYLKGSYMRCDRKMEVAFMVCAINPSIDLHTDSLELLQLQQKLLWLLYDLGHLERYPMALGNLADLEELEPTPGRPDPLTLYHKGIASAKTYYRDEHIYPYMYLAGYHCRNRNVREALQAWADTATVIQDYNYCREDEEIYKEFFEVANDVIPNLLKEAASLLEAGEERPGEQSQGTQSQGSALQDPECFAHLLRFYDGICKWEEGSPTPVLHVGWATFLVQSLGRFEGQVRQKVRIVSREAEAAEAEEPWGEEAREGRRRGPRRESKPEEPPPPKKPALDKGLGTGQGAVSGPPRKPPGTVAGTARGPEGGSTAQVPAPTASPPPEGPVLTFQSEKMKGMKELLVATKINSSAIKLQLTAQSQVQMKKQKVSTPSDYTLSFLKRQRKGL
Giardia killer: Giardia lamblia killing; Giardia lamblia trophozoite viability; activity change, % at 7.66 µM, hits read low; 340,000 compounds, 0.15% hits; AID 540267; in the data active = activity change below about -80%; inconclusive = between about -30% and that limit;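 also: parasites exposed to compound for two days anaerobically before the ATP read; % is scaled to controls: 0 for no effect and ±100 for the full control effect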
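Luminescent ATP signal served as the viability read-out, measured 15-30 min after adding ATP detection reagent to trophozoites that had been incubated with compounds for 48 hrs at 37 deg C anaerobically at 100 cells/well.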
VP16 counter: Gal4-VP16 reporter inhibition counter-screen. Drosophila S2 Gal4-VP16 UAS-luciferase, luminescence, 20 h. Potency, µM (series often up to 53.6 µM), for inactives: at the highest dose activity, negative = inhibition, usual class: inhibitors. 310,000 compounds, 3.5% hits. AID 2546;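 also: Gal4-VP16 expression switched on by copper sulfate through the metallothionein promoter; potency is read from the fitted curve at half-maximal effect; % is scaled to controls: 0 for no effect and ±100 for the full control effect; nearly all actives have a fitted effect of over 50% in size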
FLuc modulator: inhibits or activates purified firefly luciferase, miR-21 counter-screen | purified FLuc, Km substrates, luminescence inhibition | Potency, µM (series often up to 57.5 µM), for inactives: top-dose activity change, negative = inhibition, usual class: inhibitors | 360,000 compounds, 6.9% hits | AID 588342;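 also: potency is read from the fitted curve at half-maximal effect; plate controls were vehicle for no effect and reference inhibitor for full effect; nearly all actives have a fitted effect of over 55% in size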
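Biochemical qHTS of compounds, final roughly 60 µM downward over six points, against 10 nM purified firefly luciferase using Km concentrations of substrates (10 uM D-luciferin, 10 uM ATP) in Tris acetate pH 7.5 buffer; luminescence output.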
PKM2 act: increases activity of human pyruvate kinase M2. 260,000 compounds, 0.34% hits. Potency, µM (doses to about 57.5 µM), for the others: at the top dose activation, usual class: activators. P14618. purified PKM2, Kinase-Glo ATP luminescence, activation; response scale: 0% is enzyme alone, no compound; also: potency is read from the fitted curve at half-maximal effect; % is scaled to controls: 0 for no effect and ±100 for the full control effect; nearly all actives have a fitted effect of over 55% in size
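Purified hPK-M2 (>95% pure) converted ADP (0.1 mM final) to ATP with 0.5 mM PEP in 50 mM imidazole pH7.2, KCl, MgCl2, Tween 20, BSA; 1 h at room temperature. ATP detected by Kinase-Glo luminescence.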
Rab9 promoter act: Rab9 promoter activation; Huh7 Rab9 promoter-luciferase reporter, luminescence, 24 h; AID 485297; Potency, µM (doses to about 9.22 µM), for inactives: top-dose activation, negative = inhibition, actives largely listed as activators; 320,000 compounds, 2.8% hits; also: potency is read from the fitted curve at half-maximal effect; % of control where 0% means no effect; nearly all actives have a fitted effect of over 60% in size
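Luminescence read-out: Huh7 cells stably expressing Rab9-luciferase, treated 24 h with compound at 37 °C, then lysed with luciferase reagent for 10 min at ambient before reading.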
p53 reactivation: mutant p53 re-activation in reporter cells. 320,000 compounds, 0.063% hits. H1299 p53-A138V BP100-luciferase reporter, luminescence, 24 h. Potency, µM (titrated, usually from 92.2 µM), for the others: at the highest dose activity change, positive = activation, actives largely listed as activators; also: potency is read from the fitted curve at half-maximal effect; % of control where 0% means no effect; nearly all actives have a fitted effect of over 45% in size
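p53-null H1299 cells stably carrying temperature-sensitive p53-A138V and a BP100-luciferase reporter were pinned with compounds (4-point, 1:5 series) and held 24 hrs at 37 deg C. Luminescence was read 10 min after detection reagent.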
The depositor's hits bear a star; ? = inconclusive; . = no result given; & = joins results of further samples; [ ] = dose if it differs, or a comment. Unless noted, calls follow the shape of the dose curve; as a rule, active = well fitted curve in the direction sought with a large enough effect; inconclusive = small, poorly fitted or top-dose-only effect, or another doubt; inactive = no such curve, though single readings can be large; an effect the other way counts as inactive or inconclusive. A portion of the library (hit frequency here may not be typical).

SMILES | BRCA1 expr act | ELG1 genotox | NPC1 prom act | RORg inh | Menin-MLL TR inh | Giardia killer | VP16 counter | FLuc modulator | PKM2 act | Rab9 promoter act | p53 reactivation
CCCC1C(C#N)=C(N)Oc2n[nH]c(C(C)(C)C)c21 (configuration not stated) | -15% | 4% | -1% | -7%[0.365 µM] | 12% | -7 | . | 4% | 3% | -4% | -1%
COc1ccc(OCc2ccc(C(=O)NN)cc2)cc1 | 78% | 17% | 22% | 3% | -1% | -1 | -12% | ? | -1% | 7% | 10%
COc1ccc(OC)c2[nH]c(=O)c(CCNC(C)=O)cc12 | 0% | -3% | -5% | -13% | -5% | 18 | 0% | -1% | -6% | 0% | -6%
Clc1ccc(CN2CCN(c3ncnc4scc(-c5cccs5)c34)CC2)cc1 | -74% | -9% | 0% | 19% | 1% | -17 | 0% | 3% | -1% | -31%[inhibitor] | 1%
Cc1ccc(N(CC(=O)NC2CCCC2)C(=O)CCC(=O)Nc2ccccn2)cc1 | -29% | 1% | -4% | 0% | ? | 20 | -3% | 0% | 0% | -2% | -5%
COc1ccc(N(CC(=O)NCCSc2ccccn2)S(=O)(=O)c2ccccc2)cc1OC | -10% | -3% | -1% | -3% | 0% | -2 | 28% | 0% | . | 0% | 1%
NC(=O)C1CCCN(C(=O)c2cccc(NC(=O)c3cccs3)c2)C1 (configuration not stated) | -1% | 3% | -1% | . | . | 5 | . | -3% | . | -1% | 7%
CC(c1ccccc1)N1CC(C(=O)O)CC1=O (configuration not stated) | 0% | 0% | -3% | -20% | 3% | -4 | -4% | -1% | -11% | -6% | -4%
CC(=O)NCC(=O)N[C@@H](CC(=O)OCc1ccccc1)C(=O)OCc1ccccc1 | 12% | 0% | 0% | -3% | . | 4 | -4% | 4% | 2% | 1% | 1%
COc1ccc(OC)c(C(=O)NC(CC(N)=O)c2ccc(N3CCC(N4CCCCC4)CC3)c([N+](=O)[O-])c2)c1 (configuration not stated) | 0% | 3% | -2% | -9% | -19% | 22 | -2% | 1% | 3% | -4% | 10%
CCn1cc([N+](=O)[O-])c(C(=O)Nc2ccn(Cc3ccccc3F)n2)n1 | -22% | 0% | -1% | -1% | 9% | -21 | 1% | 0% | -3% | -3% | 4%
Cn1nccc1C(=O)N1CCC(Cc2ccccc2)CC1 | -4% | -10% | -1% | 14% | . | 2 | -2% | 2% | -2% | 3% | -4%
Cc1cc(=O)[nH]c(-n2nc(C)c(Oc3ccccc3O)c2C)n1 | -29% | -2% | 6% | 4.5µM* | -7% | 2 | 11µM* | 0% | 2% | -7% | 1%
CC1CCN(CCCn2c(SCC(=O)Nc3ccccc3Cl)nc3ccccc3c2=O)CC1 | -4% | -12% | -3% | 0% | ? | 10 | -3% | -2% | 2% | -2% | 5%
COc1ccc(CNC(=O)C2CCN(c3nnc(N4CCCC4=O)s3)CC2)cc1 | 5% | -2% | 2% | -20% | 3% | 31[activator] | 1% | 2% | 2% | 0% | 11%
CCc1nnc(NC(=O)c2c(O)c3cccc4c3n(c2=O)CC4)s1 | . | -10% | -21% | -4% | 30%[activator] | . | -1% | 3% | -4% | -17% | -5%
CN(Cc1cnccn1)Cc1nc(Cc2ccccc2F)no1 | -2% | 4% | 0% | 10% | 13% | -4 | 2% | 0% | -3% | -3% | 4%
Cc1cc(NC(=O)Nc2ccccc2[N+](=O)[O-])n(C)n1 | -25% | 2% | -2% | -15% | 8% | -5 | 10% | -1% | . | -2% | -4%
Cc1cc(S(=O)(=O)NCCCN2CCOCC2)c(Cl)cc1Cl | -19% | 4% | 2% | -7% | -7% | -9 | -12% | 2% | . | 4% | -3%
COC(=O)c1c(NC(=O)Nc2ccc(Cl)cc2)sc(C)c1C | -45% | 9% | 11% | ? | ? | -6 | -12% | -1%&0% | 0% | 1% | -1%
O=C(Nc1cccc(OC(=O)c2cccnc2)c1)c1cccnc1 | -16% | -1% | -1% | 11% | 8% | -7 | 1% | -17% | -1% | -3% | 2%
CCn1c(SCc2nc3ccccc3c(=O)[nH]2)nc2ccccc21 | 7% | -11% | 12% | -1% | 4% | -3 | -10% | -16% | 8% | 0% | 4%
COc1ccc(Nc2nnc(SCc3cc(=O)n4ccsc4n3)s2)cc1 | -60% | 3% | 2% | 32% | 29% | -9 | 4% | -23% | 4% | -8% | 2%
CC(C)Cn1c(N)c(C(=O)CSc2ncnc3sc4c(c23)CCCC4)c(=O)n(C)c1=O | -2% | 1% | 0% | -16% | 10% | -22 | -7% | -11% | -14% | 1% | 1%
O=C(NNC(=O)c1ccccn1)c1cccc([N+](=O)[O-])c1 | -58% | -4% | -1% | 10µM* | 2% | -13 | ? | -10% | -11% | 1% | 3%
The list continues:
SMILES | BRCA1 expr act | ELG1 genotox | NPC1 prom act | RORg inh | Menin-MLL TR inh | Giardia killer | VP16 counter | FLuc modulator | PKM2 act | Rab9 promoter act | p53 reactivation
COc1ccc(-c2nnc(SCC(=O)c3ccco3)n2-c2ccccc2)cc1 | 1% | 0% | 2% | 22% | -13% | -2 | 5% | -1% | -1% | 6% | 4%
COc1ccccc1CNS(=O)(=O)c1c(C)noc1C | 30% | 3% | -3% | 2% | 19% | 12 | 0% | 2% | 5% | -4% | 14%
Cc1ccccc1NN=Nc1nc2c([nH]1)c(=O)n(C)c(=O)n2C | -4% | 2% | 5% | -6% | 7% | -18 | ? | ? | 0% | 6% | -1%
CCCn1ccc2c(OCC(=O)Nc3ccc(NC(C)=O)cc3)cccc2c1=O | -35% | 0% | 2% | . | . | -9 | . | 2% | . | -3% | 5%
O=Nc1c(O)n(Cc2ccc(Cl)c(Cl)c2)c2ccccc12 | 0% | -2% | -2% | ? | -9% | -5 | ? | 1% | -1% | 2% | -5%
COc1cc(CN2CCN(S(=O)(=O)c3ccccc3)CC2)cc(OC)c1OC | 16% | -5% | 3% | 12% | -14% | 24 | 14% | -1% | 0%[11.5 µM] | -3% | -9%
CCCCCCSc1cc(-c2nc3ccc(Cl)cn3c2NCCCC)ccc1OC | -38%&3% | -2% | -7% | . | . | -24 | . | 4% | . | 0% | 5%
C/C(=N\OCC(=O)Nc1ccc(Br)cc1)c1cccs1 | 1% | 1% | 2% | ? | 25% | -4 | 19% | ? | -2% | 0% | -3%
CCC(=O)N1CCc2cc(Br)cc(S(=O)(=O)NCc3ccco3)c21 | 0% | 2% | 1% | 29% | 2% | 47[activator] | -2% | -46% | -4% | -10% | 5%
CCN(C(=O)Cc1c(C(=O)O)[nH]c2ccccc12)c1ccc(OC)cc1 | -20% | -3% | -5% | 25% | 24% | -2 | 7% | -7%&-19% | 1% | -7% | 1%
CC(C)c1nc2sc3c(=S)nc[nH]c3c2c2c1CCC2 | 2% | 9% | -3% | 3.2µM* | . | -28 | ? | ? | -3% | -6% | 0%
O=C(Nc1c2c(nn1-c1ccc(Cl)cc1)CS(=O)(=O)C2)c1ccccc1 | -18% | 0% | -9% | -2% | . | 3 | -9% | 4% | -16% | -3% | 1%
Cc1cccc(-c2nc(C#N)c(NCC3CCCO3)o2)c1 (configuration not stated) | 48% | ? | 2.8µM* | 36% | . | -20 | -20% | 12µM* | -4% | 2.5µM* | ?
CCN(c1ccccc1)S(=O)(=O)c1ccc(OC)c(NC(=O)Cc2ccc(OC)c(OC)c2)c1 | -36% | -6% | 1% | . | . | 18 | . | . | . | -8% | -4%
Cc1ccc(C2=NC(C(F)(F)F)(C(F)(F)F)c3c(n(-c4ccc(F)cc4)c(=O)[nH]c3=O)N2)cc1 | -63% | -14% | 2% | ? | -1% | -9 | -12% | 2% | 4% | -13% | -4%
S=c1[nH]nc(-c2ccccn2)n1/N=C/c1ccc(-c2ccccc2Br)o1 | -1% | -14% | 0% | 10µM* | 41%[activator] | -12 | 0% | ? | -5% | -2% | -1%
Cn1c(=O)cc(SCC(=O)NCc2ccco2)c2ccccc21 | 3% | 2% | 0% | -19% | -6% | -5 | 2% | -11% | -3% | -1% | 4%
Cc1ccc(/C=C/S(=O)(=O)Nc2ccc(C)cc2)cc1 | 7% | 1% | -1% | -2% | -16% | -10 | -1% | -15% | -2% | 14% | 3%
O=C(CN1C(=O)/C(=C/c2ccccc2)SC1=S)Nc1ncc(Cc2ccccc2)s1 | -14% | -2% | 1% | -35% | ? | 8 | ? | 1% | -1% | 1% | 1%
Cc1c(NC(=O)C(C)N2C(=O)C3CCCCC3C2=O)c(=O)n(-c2ccccc2)n1C (configuration not stated) | 4% | 1% | -2% | -7% | -1% | -3 | 1%[10 µM] | 1% | -2% | -3% | 1%

Assay outcomes: PubChem, National Center for Advancing Translational Sciences (NCATS)
